CHT allo act – allosterically activates the human high affinity choline transporter; CHT-expressing cells, membrane potential dye, choline EC20; stronger effect = higher value; LV-AA mutant CHT in HEK293 cells; AID 488977; Q9GZV3; 310,000 tested, 0.49% active; B-score at 10 µM;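 active = initial fluorescence not abnormally high and integrated response B-score, plate-corrected, over 3 SD above library mean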
Target sequence (Q9GZV3 whole entry, looked up): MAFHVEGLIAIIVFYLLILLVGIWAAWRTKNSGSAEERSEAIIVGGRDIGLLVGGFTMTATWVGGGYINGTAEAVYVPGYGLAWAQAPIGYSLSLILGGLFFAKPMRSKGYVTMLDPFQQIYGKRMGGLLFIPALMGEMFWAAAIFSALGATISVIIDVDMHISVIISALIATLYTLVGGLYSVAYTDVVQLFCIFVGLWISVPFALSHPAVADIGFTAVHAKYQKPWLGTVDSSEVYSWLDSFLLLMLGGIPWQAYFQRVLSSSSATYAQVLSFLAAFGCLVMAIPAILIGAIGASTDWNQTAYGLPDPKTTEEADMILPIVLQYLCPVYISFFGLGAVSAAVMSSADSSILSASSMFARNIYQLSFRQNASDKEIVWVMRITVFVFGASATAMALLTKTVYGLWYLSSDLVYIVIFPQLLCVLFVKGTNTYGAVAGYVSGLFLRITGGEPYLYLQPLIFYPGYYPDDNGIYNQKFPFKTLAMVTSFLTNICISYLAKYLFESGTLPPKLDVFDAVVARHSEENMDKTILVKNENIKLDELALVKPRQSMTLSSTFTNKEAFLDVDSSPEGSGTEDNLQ
CHT inh – inhibits the human high affinity choline transporter; Q9GZV3; CHT-expressing cells, membrane potential dye, choline response; stronger effect = lower value; B-score at 10 µM; 310,000 tested, 0.86% active; AID 488975;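 active = B-score over 3 SD under the library average, and starting fluorescence ratio not unusually high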;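 note: choline stimulus applied at its EC90 after an EC20 pre-addition; B-score computed on integrated fluorescence ratio after choline addition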
STK33 inh – human STK33 kinase inhibition | 320,000 tested, 0.073% active | purified STK33, MBP phosphorylation, ADP-Glo luminescence | Q9BYT3 | inhibition, % at 10 µM;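 active = inhibition at or above 25%, using the most active replicate where run in duplicate; inactive = inhibition below 25%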
Target sequence (Q9BYT3 whole entry, looked up): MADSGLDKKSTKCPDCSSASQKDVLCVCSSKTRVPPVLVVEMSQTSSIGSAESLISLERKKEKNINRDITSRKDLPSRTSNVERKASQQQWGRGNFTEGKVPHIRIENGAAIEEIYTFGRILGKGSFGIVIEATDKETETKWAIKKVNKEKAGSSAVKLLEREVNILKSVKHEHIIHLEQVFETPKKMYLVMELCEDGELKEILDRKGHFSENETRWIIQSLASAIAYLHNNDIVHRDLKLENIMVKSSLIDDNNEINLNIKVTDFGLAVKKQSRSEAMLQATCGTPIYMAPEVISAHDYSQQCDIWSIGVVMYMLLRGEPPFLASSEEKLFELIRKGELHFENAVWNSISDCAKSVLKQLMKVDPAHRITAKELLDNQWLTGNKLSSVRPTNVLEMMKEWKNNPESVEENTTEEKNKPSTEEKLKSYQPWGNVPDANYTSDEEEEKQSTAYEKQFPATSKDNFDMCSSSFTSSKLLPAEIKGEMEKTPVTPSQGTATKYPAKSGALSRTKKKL
* marks the source's active call; other numbers are inactive results; i = inactive; x = no result given. Rows were taken by chance; about 1.5% have a hit in one of these screens.

SMILES	CHT allo act	CHT inh	STK33 inh
CCCCCc1cc(=O)oc2c(C(CCN3CCCC(C)C3)c3ccc(OC)cc3)c(OC)cc(OC)c12 (stereo not drawn)	i	i	-0.3
O=C(O)C1Cc2ccccc2CN1C(=O)COc1ccc(Cl)cc1 (stereo not drawn)	i	i	-1.9
O=C(N/N=C/c1ccncc1)c1ccc2c(c1)OCO2	i	i	-0.2
O=C(COc1ccccc1)Nc1cc2c3c(c1)CC(=O)N3CCC2	i	i	-0.4
CC(C)(C)c1ccc(/C=C(\C#N)C(=O)NCCN2CCOCC2)cc1	i	i	1.2
CCCc1nnc(SCC(=O)Nc2ccc(OC)cc2)n1N	i	i	-1.4
O=C(c1ccncc1)N1CCN(c2ccc(F)cc2)CC1	i	i	-0.4
CCCCc1c(C)[nH]c2nc3ccccc3n2c1=O	i	i	x
CCN1CCN(c2cc3c(nn2)Oc2ccccc2N3C)CC1	i	i	1.4
O=C(c1ccc(Cl)c(S(=O)(=O)N2CCOCC2)c1)N1CCCC1	i	i	-1.4
O=C(CNS(=O)(=O)c1cccc(Br)c1)NCCCc1ccccc1	i	i	1.9
O=C(CCN1C(=O)c2ccccc2C1=O)N1CCN(C2c3ccccc3-c3ccccc32)CC1	i	i	0.9

Next section; it opens with the two that closed the last part.
SMILES	CHT allo act	CHT inh	STK33 inh
O=C(CNS(=O)(=O)c1cccc(Br)c1)NCCCc1ccccc1	i	i	1.9
O=C(CCN1C(=O)c2ccccc2C1=O)N1CCN(C2c3ccccc3-c3ccccc32)CC1	i	i	0.9
Cc1cc(Br)ccc1NC(=O)CN(C)C(=O)CCSc1ccc(F)cc1	i	i	0.3
CC1(C)NC(=O)N(CCOc2ccc([N+](=O)[O-])cc2)C1=O	i	i	-0.3
Cc1cc2ccccn2c1C(=O)c1ccccc1F	i	i	-0.1
CC(=O)c1cccc(NC(=O)N2CCCC2C(=O)NCCC(C)C)c1 (stereo not drawn)	i	i	-0.8
Cc1cccnc1NC(=O)CN1C(=O)c2ccccc2S1(=O)=O	i	i	-0.1
COC(=O)C1=C(C)NC(=O)/C1=C\c1cc(C)n(-c2cc(C)cc(C)c2)c1C	i	i	-0.8
CCN(CC)C(=O)c1ccccc1NC(=O)c1cccc(S(=O)(=O)N(CC)CC)c1	i	i	0.9
C=CCNC(=O)C12CCC(C)(C(=O)[C@H]1Br)C2(C)C (stereo partly drawn)	i	i	-3.0
COc1ccc(/C=C/C(=O)N(C)C2CCCCC2)cc1Br	i	i	-2.2
O=C(c1ccc(Cl)nc1)N1CCN(C/C=C/c2ccccc2)CC1	i	i	5.8
COc1ccc(NC(=O)CC2C(=O)N(C)C(=S)N2Cc2ccco2)cc1 (stereo not drawn)	i	i	-2.4
O=c1[nH]cc(N=Cc2cc(Cl)cc(Cl)c2O)c(=O)[nH]1	i	-13*	-1.7
CN(C)S(=O)(=O)c1ccc(NC(=O)c2cc(-c3cccs3)nc3ccccc23)cc1	i	i	x
O=C(Nc1nnc(C2=COCCO2)o1)c1cccc(Br)c1	i	i	-0.2
Nc1nonc1-n1nnc(C(=O)N/N=C/c2ccccc2Cl)c1CSc1ccccc1	i	i	-8.3
CSCCC(NS(=O)(=O)c1ccc2c(c1)Cc1cc(S(=O)(=O)NC(CCSC)C(=O)O)ccc1-2)C(=O)O (stereo not drawn)	i	i	-1.0
O=C(Cc1ccccc1[N+](=O)[O-])NCCc1ccc(F)cc1	i	i	-3.1
CC[C@H](C)[C@@H]1NC(=O)c2cc([N+](=O)[O-])cc(F)c2NCCCC[C@@H](C(N)=O)NC(=O)[C@H](CCCCN)NC1=O	i	i	0.5
CCOc1ccc(-n2cc(C(=O)c3cc(Cl)ccc3O)cc(C#N)c2=O)cc1	i	i	0.6
CCCOc1ccc(CCc2n[nH]c(=S)n2Cc2ccccc2)cc1	i	i	-0.9
CNc1ncnc2c1ncn2[C@@H]1O[C@H](CO)[C@@H](O)[C@H]1O	i	i	1.4
COc1cccc(C(=O)OCC(=O)NCCCc2ccccc2)c1	i	i	-3.4
C=C(C)Cn1c(SCC(=O)O)nnc1-c1ccc(C(C)(C)C)cc1	i	i	-1.8
CC(CN1CCOCC1)OC(=O)c1ccccc1Br (stereo not drawn)	i	i	0.2
Nc1nc(SCC(=O)N2CCCCCC2)[nH]c(=O)c1NC(=O)c1ccco1	i	i	8.6
CN(C)S(=O)(=O)c1cc(NC(=O)COC(=O)Cc2ccc(Cl)cc2Cl)ccc1Cl	i	i	-0.6
COC(=O)c1cccc(NC(=S)Nc2cccc(Cl)c2C)c1	i	i	-0.4
CCOC(=O)c1sc(NC(=O)C(C)Sc2nc(N)cc(=O)[nH]2)nc1C (stereo not drawn)	i	i	-1.6
Cc1c(O)ccc2c(CN(C)Cc3ccccc3)cc(=O)oc12	i	i	-1.0
CC(=O)Nc1ccc(NC(=O)CSc2nc3nc(-c4cccs4)cc(C(F)(F)F)c3c(=O)[nH]2)cc1	i	i	0.1
N#C/C(=C\c1ccc([N+](=O)[O-])cc1)c1ccccn1	i	i	0.3
COc1cc2cc(C(c3nnnn3C3CCCC3)N3CCCCC3)c(=O)[nH]c2cc1OC (stereo not drawn)	i	i	1.7
Fc1ccc(-n2c(=S)[nH]c3cccnc32)cc1	i	i	0.4
O=C1CCCN1CCCNC(=S)Nc1ccc(F)c(Cl)c1	i	i	-0.7
Cc1cc(=O)[nH]c(SCCc2ccccc2)n1	i	i	-0.6
CCNc1ccc(C(=O)OCC(=O)NCc2ccccc2Cl)cc1[N+](=O)[O-]	i	i	-1.1
COC(=O)CNC(=O)COC(=O)c1cc(SC)ccc1Cl	i	i	-1.2
Cc1nc2ccccc2nc(C)c1=NOCC(=O)N(c1ccccc1)C(C)C	i	i	-0.2
Cn1c(=O)c2c(ncn2Cc2ccc(Cl)cc2)n(C)c1=O	i	i	-0.3
Cn1nc(-c2ccc(Cl)cc2)c2cc(C(=O)NCc3ccco3)sc21	i	i	1.2
COc1ccc(-c2ccc(NS(=O)(=O)c3cc([N+](=O)[O-])ccc3C)cc2)nn1	i	i	0.0
Cc1cc(F)c(F)c(C(=O)NC2CC2)c1Cl	i	i	-0.4
Cc1cccc(N2CCN(C(=O)c3ccc(NS(=O)(=O)c4ccc5[nH]c(=O)[nH]c5c4)cc3)CC2)c1C	i	-5.1*	-1.3
COc1ccc(NC(=O)CN(C)C(=O)c2oc3ccccc3c2C)cc1	i	i	0.0
C/C(Cl)=C\Cn1c(Nc2ccc(C)cc2)nc2c1c(=O)n(C)c(=O)n2C	i	i	0.7
COc1ccc(CN(C)S(=O)(=O)c2nnc(NC(=O)c3ccccc3)s2)cc1OC	i	i	1.7
Cc1ccn2cc(C(=O)NCc3ccco3)nc2c1	i	i	-0.2
CCc1ccc2c(c1)cc(CN(C(=S)Nc1ccc(Cl)cc1)C1CC1)c1nnnn12	i	i	-1.6
CSc1nc2sc3c(c2c2nncn12)CCC3	i	i	0.1
CCS(=O)(=O)c1ccc2c(c1)N(S(=O)(=O)c1ccc(Cl)cc1)CC(C(=O)O)O2 (stereo not drawn)	i	i	0.6
NC(=O)Cc1ccc(Nc2nnc(-c3ccccc3)c3ccccc23)cc1	i	i	2.3
O=C(O)c1cc(-n2nnnc2SCc2ccccc2F)ccc1Cl	i	i	-0.5
CCN(CC(=O)NC1CCS(=O)(=O)C1)c1nc(-c2cccnc2)nc2ccccc12 (stereo not drawn)	i	i	-2.5
O=C(Cn1c(=O)sc2ccccc21)Nc1ccc2c(c1)OCCO2	i	i	-0.2
C1=C2C[N+]3(CCCC3)CC2Cc2ccc3ccccc3c21 (stereo not drawn)	i	-7.6*	-1.4
O=C(O/N=C1\CCS(=O)(=O)c2sccc21)c1c(F)cccc1F	i	i	-2.3
CC(C)(Oc1ccc(Cl)cc1)C(=O)NCC(c1ccco1)N1CCCCC1 (stereo not drawn)	i	i	-0.8
CC(C)NC(=O)c1ccccc1NC(=O)Cc1ccc(Cl)cc1	i	i	-0.7
N#Cc1c(N)nc2c(c1-c1ccc3c(c1)OCO3)CCCCCC2	i	i	-0.2
O=C(c1csc2ccccc12)n1cccn1	i	i	0.5

The list goes on:
SMILES	CHT allo act	CHT inh	STK33 inh
C[C@@H](CN=[N+]=[N-])CN1CC[C@H](O)CCC1=O	i	i	-1.1
N#Cc1ccccc1NC(=O)CSc1nnc(-c2ccccc2O)n1-c1ccccc1	i	i	1.5
CCn1nc(C)c(C2C(C#N)=C(N)OC3=C2C(=O)CCC3)c1C (stereo not drawn)	i	i	-1.3
Cc1ccc(C)n1-c1ccc(N2CCOCC2)cc1	i	i	-1.0
CCN1CCN(CC(O)COc2ccc3c(C)cc(=O)oc3c2)CC1 (stereo not drawn)	i	i	0.1
CCOc1ccccc1C(=O)N1CCN(c2ccc(C(F)(F)F)cn2)CC1	i	i	-0.9
C[C@@H](C(=O)N[C@H](C(=O)O)c1ccccc1)n1nnc2ccccc2c1=O	i	i	-0.6
Nc1ccc(NC(=O)c2ccccc2)c2c1C(=O)c1ccccc1C2=O	i	i	0.7
Cc1ccc(NS(=O)(=O)c2ccc(OCC(=O)N3CCOCC3)cc2)cc1	i	i	-1.1
Cc1ccccc1Cn1c(C)nc2ccc([N+](=O)[O-])cc2c1=O	i	i	-0.9
CCOc1cccc(=O)c2c(C)n(CC3CCCO3)c(C)c12 (stereo not drawn)	i	i	-1.8
CC(=O)c1ccc(S(=O)(=O)Nc2ccc(-n3c(C)nc4ccccc4c3=O)cc2)cc1	i	i	-0.9

Part of the list above, reformatted.
| canonical_smiles | CHT allo act | CHT inh | STK33 inh |
| --- | --- | --- | --- |
| CCn1nc(C)c(C2C(C#N)=C(N)OC3=C2C(=O)CCC3)c1C (stereo not drawn) | i | i | -1.3 |
| Cc1ccc(C)n1-c1ccc(N2CCOCC2)cc1 | i | i | -1.0 |
| CCN1CCN(CC(O)COc2ccc3c(C)cc(=O)oc3c2)CC1 (stereo not drawn) | i | i | 0.1 |

Remaining list, next part
SMILES	CHT allo act	CHT inh	STK33 inh
CC(=O)Nc1ccc2c3c(cccc13)C(=O)N(c1ccccc1)C2=O	i	i	0.2
Cc1ccccc1C(=NC(=O)c1ccccc1)c1ccccc1	i	i	-0.3
Cc1ccc(OCc2nnc(SCC(=O)C(C)(C)C)n2Cc2ccco2)cc1	i	i	-1.6
CC(C)c1ccc(CN(C(=O)C2COc3ccccc3O2)C2CCS(=O)(=O)C2)cc1 (stereo not drawn)	i	i	-0.5
CCCCOc1ccc(S(=O)(=O)Nc2cccnc2)cc1	i	i	0.3
Cc1cccc(NC(=O)c2cccc(N3C(=O)C4CCC(C)CC4C3=O)c2)c1C (stereo not drawn)	i	i	-0.8
CSc1nnc2c(n1)OC(c1cccn1C)N(C(C)=O)c1ccccc1-2 (stereo not drawn)	i	i	-1.4
COc1cccc(C(=O)NCCS(=O)(=O)NCCCc2ccccc2)c1	i	i	-1.0
COc1ccc(C(=O)NCCSCc2cccc(Cl)c2)cc1OC	i	i	-1.6
COc1ccc(-c2nnc(SCC(=O)O)n2Cc2ccccc2)cc1	i	i	-1.4
Cc1ccc(OS(=O)Nc2cccc3nccnc23)cc1 (stereo not drawn)	i	i	-3.6
Cc1csc2nc(CNC(=O)C3CCCCC3)cn12	i	i	1.3
Cc1ccc(NC(=S)NC(=O)c2c(-c3ccccc3Cl)noc2C)cc1	i	i	0.1
N/C(=N\OC(=O)c1ccc2ccccc2c1)c1ccccc1Cl	i	i	0.3
O=NN1CCN(c2ccncc2S(=O)(=O)N2CCCCC2)CC1	i	i	-0.2
O=C(CCCc1ccccc1)Nc1cccc(C(=O)O)c1	i	i	-0.6
COc1ccc(S(=O)(=O)N2CCCCCC2)cc1NC(=O)c1c2c(nc3ccccc13)CCN(Cc1ccccc1)C2	i	i	-0.2
COc1ccc(-c2nc(CS(=O)CC(=O)NCCC3=CCCCC3)c(C)o2)cc1 (stereo not drawn)	i	i	-1.0
CCOc1ccc(S(=O)(=O)N(CCO)CCO)cc1-c1nc2c(C(C)(C)C)nn(C)c2c(=O)[nH]1	i	i	0.6
CC(C(=O)N1CCCCC1)n1ncn2cccc2c1=O (stereo not drawn)	i	i	2.4
CCOc1nc(-c2ccc(Cl)cc2Cl)ccc1C#N	i	i	-0.5
Cc1c(C(=O)NCCC2=CCCCC2)oc2ccc(S(=O)(=O)N3CCOCC3)cc12	i	i	-0.4
CN1/C(=c2/s/c(=C3/C(=O)N(c4ccccc4)NC3=Nc3ccccc3)n(C)c2=O)C(C)(C)c2ccccc21	i	i	-2.1
Cc1ccc(Nc2ccccc2N)cc1	i	i	0.1

Some of the entries so far, with bars between the fields.
mol | CHT allo act | CHT inh | STK33 inh
CN1/C(=c2/s/c(=C3/C(=O)N(c4ccccc4)NC3=Nc3ccccc3)n(C)c2=O)C(C)(C)c2ccccc21 | i | i | -2.1
O=C(CCCc1ccccc1)Nc1cccc(C(=O)O)c1 | i | i | -0.6
Cc1ccc(Nc2ccccc2N)cc1 | i | i | 0.1

Next records
SMILES	CHT allo act	CHT inh	STK33 inh
COc1ccccc1C(c1nnnn1Cc1ccccc1)N1CCC(C(N)=O)CC1 (stereo not drawn)	i	i	0.1
COCCCN1C(=O)C(=O)/C(=C(/O)c2ccccc2)C1c1ccc2c(c1)OCO2 (stereo not drawn)	i	i	-0.6
COc1ccc(N2CCN(CC(=O)Nc3ccc(SC(F)F)cc3)CC2)cc1	i	i	-1.0
Cc1noc(NS(=O)(=O)c2ccc(NC(=O)C34CCC(CC3)C4)cc2)c1C	i	i	-0.9

Sorted by the number under STK33 inh (falling): some entries from above
compound | STK33 inh
COc1ccccc1C(c1nnnn1Cc1ccccc1)N1CCC(C(N)=O)CC1 (stereo not drawn) | 0.1
COCCCN1C(=O)C(=O)/C(=C(/O)c2ccccc2)C1c1ccc2c(c1)OCO2 (stereo not drawn) | -0.6
Cc1noc(NS(=O)(=O)c2ccc(NC(=O)C34CCC(CC3)C4)cc2)c1C | -0.9
